High-throughput results deposited in PubChem BioAssay by several laboratories.
Mcl1 Noxa PPI – Mcl-1/Noxa binding inhibitors, primary screen, biochemical, TR-FRET, 1536-well; inhibition, % at 21.7 µM; Induced myeloid leukemia cell differentiation protein Mcl-1 (Homo sapiens), Q07820; TR-FRET Mcl-1/Noxa peptide binding, 2 h; hit rate 1.5% among 220,000; AID 1022, 2008;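 active = compounds that cut the protein-peptide binding signal by more than 50% relative to plate controls in a single-dose test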;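 note: His-tagged Mcl-1 with rhodamine Noxa BH3 peptide and terbium anti-His antibody; 0% = Mcl-1 plus Noxa peptide wells and 100% = peptide-only wells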
Target sequence (Q07820 whole entry, looked up): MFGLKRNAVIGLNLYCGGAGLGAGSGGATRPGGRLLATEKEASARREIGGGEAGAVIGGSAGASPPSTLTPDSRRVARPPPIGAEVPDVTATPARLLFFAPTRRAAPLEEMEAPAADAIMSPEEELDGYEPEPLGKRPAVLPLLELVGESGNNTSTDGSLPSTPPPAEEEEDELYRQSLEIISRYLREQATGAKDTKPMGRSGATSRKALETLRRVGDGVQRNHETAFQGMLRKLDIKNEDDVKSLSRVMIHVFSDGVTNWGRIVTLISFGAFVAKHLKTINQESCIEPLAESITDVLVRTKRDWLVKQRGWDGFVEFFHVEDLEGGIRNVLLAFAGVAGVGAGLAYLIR
Rab2 wt GTP – modulators of GTP binding to Rab2A wildtype, primary screen, biochemical, dog, bead-based flow cytometry, multiplex | GST-Rab2 wt beads, Bodipy-GTP binding | AID 760, 2007 | GTP binding activity, % at 10 µM | hit rate 0.19% among 190,000;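 active = GTP binding activity at least 20 points away from 100%, either lowered or raised; inconclusive = signal likely due to the compound's own green fluorescence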;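 note: 0% = beads with excess unlabeled GTP and 100% = no-compound control corrected for plate trend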
Rac1 mut GTP – GTP binding modulators of activated mutant Rac1, primary screen, biochemical, bead-based flow cytometry, multiplex, fluorescent GTP; AID 764, 2007; hit rate 0.11% among 190,000; GST-Rac1 activated beads; actives lie on both sides; 100% means binding = to untreated wells; Ras-related C3 botulinum toxin substrate 1 (Homo sapiens), P63000; percent activity (GTP binding), % at 10 µM;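 active = GTP binding at least 20 percentage points away from the 100% baseline, in either direction, so actives lie on both sides; inconclusive = Compound likely fluorescent itself, or too few beads counted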
Cdc42 wt GTP – modulators of GTP binding to wildtype Cdc42, primary screen, biochemical, multiplex bead flow cytometry, Bodipy-GTP. AID 761, 2007. Cell division control protein 42 homolog (Homo sapiens), P60953. GST-Cdc42 beads; actives lie on both sides. percent activity (GTP binding), % at 10 µM. hit rate 0.2% among 190,000;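 active = percent activity GTP binding at least 20 points away from the 100% baseline, either down as inhibitor or up as activator; inconclusive = compound flagged as likely green fluorescent from well-wide comparison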;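 note: median bead fluorescence of bound Bodipy-FL-GTP at 100 nM; 0% = excess unlabeled GTP control and 100% = no compound control; below 100% means less GTP binding so inhibitor and above means activator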
Target sequence (P60953 whole entry, looked up): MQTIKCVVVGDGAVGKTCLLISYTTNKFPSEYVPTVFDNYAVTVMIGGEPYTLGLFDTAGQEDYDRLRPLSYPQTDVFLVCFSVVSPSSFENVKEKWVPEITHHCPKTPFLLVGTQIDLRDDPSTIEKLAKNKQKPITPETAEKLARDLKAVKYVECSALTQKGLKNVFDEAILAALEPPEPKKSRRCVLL
Rac1 wt modul – wildtype Rac1 GTP binding modulators, primary screen, biochemical, GST-Rac1 beads, flow cytometry, multiplex; AID 757, 2007; GTP binding activity (% of control), % at 10 µM; hit rate 0.27% among 190,000; fluorescent GTP binding; actives lie on both sides; 0 = cold GTP competed, 100 = untreated; Ras-related C3 botulinum toxin substrate 1 (Homo sapiens), P63000;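 active = GTP binding activity at least 20 points away from the 100% control level, either lower or higher; inconclusive = compound flagged as likely green fluorescent, judged across all proteins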
HRas wt GTP bind – modulators of GTP binding to HRas wildtype, primary screen, biochemical, bead-based flow cytometry, multiplex; GTPase HRas (Homo sapiens), P01112; GST-Ras wt beads, Bodipy-FL-GTP binding; actives lie on both sides; GTP binding activity, % at 10 µM; hit rate 0.14% among 190,000;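 active = GTP binding activity at least 20% away from the 100% baseline, either lowered as inhibitor or raised as activator; inconclusive = flagged as likely green fluorescent, judged across all proteins in the well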;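 note: 0% = unlabeled GTP competition control and 100% = no-compound control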
Target sequence (P01112 whole entry, looked up): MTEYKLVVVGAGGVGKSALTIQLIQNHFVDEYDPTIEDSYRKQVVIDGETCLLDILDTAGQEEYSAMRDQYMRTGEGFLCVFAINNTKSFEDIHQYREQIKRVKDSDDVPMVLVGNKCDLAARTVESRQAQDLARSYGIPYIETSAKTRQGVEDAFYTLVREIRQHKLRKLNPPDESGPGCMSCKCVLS
Pf gametocyte – late stage P. falciparum gametocyte viability inhibitors, primary screen, ATP luminescence, HTS; P. falciparum stage V gametocytes, 24 h; inhibition, % at 10.9 µM; hit rate 0.065% among 150,000; AID 743093, 2013;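 active = inhibition above the mean plus 3 SD of compounds within the control limits, set per campaign, cut at about 38% in these data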;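 note: 0% = DMSO wells and 100% = medium only without gametocytes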
Mcl1 Bid PPI – Mcl-1/Bid binding inhibitors, primary screen, biochemical, TR-FRET, 1536-well. TR-FRET Mcl-1/Bid-Dy647 peptide binding. AID 1021, 2008. Induced myeloid leukemia cell differentiation protein Mcl-1 (Homo sapiens), Q07820. hit rate 0.97% among 220,000. inhibition, % at 21.7 µM;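 active = compounds that cut the binding signal by more than half at the single screening dose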;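 note: His-tagged Mcl-1 with europium anti-His antibody binding Bid BH3 peptide; 0% = Mcl-1 plus peptide wells and 100% = peptide-only wells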
Avidin fluor – green autofluorescence of compounds with avidin beads – biophysical, 488/530 nm, flow cytometry, artefact control, profiling panel. compound fluorescence 488/530 nm; active compounds read high. fluorescence (KMESF) at 10 µM. hit rate 0.38% among 220,000. AID 1775, 2009; in the data active = fluorescence above about 47; note: inactives centre near 10
Rab7 wt GTP bind – modulators of GTP binding to Rab7, primary screen, biochemical, wildtype, multiplex bead flow cytometry; AID 758, 2007; GTP binding activity (percent of control), % at 10 µM; hit rate 0.055% among 190,000; Rab7 GTPase wild type (dog), Bodipy-FL-GTP binding; GST-Rab7 beads, fluorescent GTP binding; actives lie on both sides; untreated = 100%, excess cold GTP = 0%;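 active = fluorescent GTP binding to Rab7 beads changed by at least 20 points from the 100% baseline, either direction, mostly lower; inconclusive = compound itself probably fluorescent, or too few beads counted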;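 note: median green fluorescence of bound Bodipy-FL-GTP per Rab7 bead population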
Bim-Mcl-1 – inhibitors of Bim peptide binding to Mcl-1, primary screen, biochemical, bead-based flow cytometry, multiplex | Induced myeloid leukemia cell differentiation protein Mcl-1 (Homo sapiens), Q07820 | Bim peptide-Mcl-1 binding | inhibition, % at 10 µM | hit rate 0.1% among 190,000 | AID 1009, 2008; in the data active = inhibition above about 40%;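 note: 0% = no compound tracer wells and 100% = peptide blocker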
An asterisk follows results filed as active; ? = inconclusive; nt = not tested or not shown.

SMILES	Mcl1 Noxa PPI	Rab2 wt GTP	Rac1 mut GTP	Cdc42 wt GTP	Rac1 wt modul	HRas wt GTP bind	Pf gametocyte	Mcl1 Bid PPI	Avidin fluor	Rab7 wt GTP bind	Bim-Mcl-1
CCOc1ccc(NC(=O)CSc2ccc(-c3ccccn3)nn2)cc1	7	98	100	102	101	99	nt	-12	22	97	0
CCCCOc1ccc(-c2c(C(=O)Nc3ccccc3)c(C)[nH]c(=S)c2C#N)cc1	-70	92	92	93	97	95	-3	-83	6	94	-1
Oc1[nH]c2ccccc2c1/C=N/c1nccs1	29	?	?	?	?	?	-23	-21	19	?	1
CC(=O)Nc1ccc(CN2CCN(C3CCCC3)C(CCO)C2)cc1 (configuration not stated)	-8	98	96	95	97	97	nt	-29	2	97	-2
Clc1cc(Br)ccc1OCCn1ccnc1	41	96	95	99	96	97	6	28	32	94	-3
Cc1cc(C)c2sc(N(CCCN(C)C)C(=O)COc3ccc(Cl)cc3)nc2c1	7	100	95	99	99	100	-16	5	11	101	0
COCCCN(CCCN)Cc1ccco1	-3	99	97	102	103	98	-5	-7	9	99	-4
C=CCN(CC(=O)NCc1ccc(OC)cc1)C(=O)c1csnn1	-17	97	98	99	97	99	17	-1	8	97	-4
CC1CC(C)(C)Nc2ccc(N=O)cc21 (configuration not stated)	16	98	97	96	100	98	16	-32	27	103	-21
COc1ccc(CCn2c(-c3cc([N+](=O)[O-])cc([N+](=O)[O-])c3)nc3nc4ccccc4nc32)cc1OC	17	98	97	99	99	98	nt	4	11	100	-5
COc1ccccc1OCCSc1nc2ccc([N+](=O)[O-])cc2s1	8	99	96	101	103	100	2	2	3	99	-2
O=C(Nn1cnc2ccccc2c1=O)c1ccccc1[N+](=O)[O-]	-3	90	90	92	91	92	nt	-15	24	92	6
CCN1CCN(C(=O)c2cc3c(=O)oc4ccc(C)cc4c3s2)CC1	20	95	97	96	99	94	nt	-4	7	95	-2
COc1ccc(S(=O)(=O)N(C)c2ccc(C(=O)N3CCOCC3)cc2)cc1	-5	103	100	105	107	103	0	-5	7	99	0
CCn1c(-c2ccccc2Cl)nn(CC(=O)Nc2ccccc2C)c1=S	9	96	96	98	96	98	nt	-16	38	95	-1
COC(=O)Cc1ccc(NC(=O)c2ccc(NC(=O)c3ccco3)cc2)cc1	0	95	93	96	96	96	-13	-16	6	96	3
c1ccc(C(c2ccccc2)N2CCN(C(c3ccccn3)c3nnnn3C3CCCC3)CC2)cc1 (configuration not stated)	9	91	92	90	93	93	nt	-2	22	93	-6
Cc1cc(C)nc(SCc2ccc(C(=O)N/N=C/C3CCCCC3)cc2)n1	5	101	102	104	106	103	11	-7	13	107	-4
COc1ccc(S(=O)(=O)N2CCC(NC(=O)C(Cc3cccc(OC)c3OC)NC(C)=O)CC2)cc1 (configuration not stated)	11	99	97	96	100	100	13	9	8	100	0
CN1CCN(C(c2ccc(F)cc2)c2nnnn2Cc2cccs2)CC1 (configuration not stated)	17	97	101	99	99	98	nt	12	34	98	-3
CCOC(=O)/C(C#N)=C/c1cn(CCC(=O)O)nc1-c1ccccc1	6	97	96	98	97	98	nt	-53	6	98	0
CC(=O)NC1=C(NC2CCS(=O)(=O)C2)C(=O)c2ccccc2C1=O (configuration not stated)	94*	97	96	98	100	96	-12	-16	6	99	3
Nc1ccc(NC2C[C@@H](C(=O)O)NC2=O)cc1 (some centres not stated)	19	98	93	100	97	98	nt	-21	9	109	2
CC(C)N(O)C(=O)NC(C)(C)C	10	98	99	100	100	98	-30	-15	22	99	-1
CCOc1cc(/C=C2\NC(=S)N(c3c(C)n(C)n(-c4ccccc4)c3=O)C2=O)ccc1O	13	98	100	97	101	98	17	-72	2	99	-1
SMILES	Mcl1 Noxa PPI	Rab2 wt GTP	Rac1 mut GTP	Cdc42 wt GTP	Rac1 wt modul	HRas wt GTP bind	Pf gametocyte	Mcl1 Bid PPI	Avidin fluor	Rab7 wt GTP bind	Bim-Mcl-1
CC1CCN(CCNC(=O)C2CCCN(S(=O)(=O)c3cccc4nonc34)C2)CC1 (configuration not stated)	11	100	102	105	105	102	14	-25	14	100	3
O=S1(=O)CCC(NC(=S)NCCNC(=S)NC2CCS(=O)(=O)C2)C1 (configuration not stated)	15	101	100	99	104	98	-11	-48	10	100	11
COc1ccc(C(=O)NCc2nnc(SCC(=O)Nc3cccc(C(F)(F)F)c3)o2)cc1OC	4	98	98	101	100	99	-5	-3	11	97	-1
O=c1oc(-c2ccccc2NS(=O)(=O)c2ccc3ccccc3c2)nc2ccccc12	7	92	98	98	97	95	nt	15	17	93	8
CC1=NN(c2ccc(C)c(C)c2)C(=O)/C1=C/c1ccc2c(c1)n(C)c(=O)n2C	6	91	92	96	95	94	1	-46	13	93	-3
Cc1onc(-c2ccccc2Cl)c1C(=O)OCC(=O)N1CCCc2ccccc21	2	102	99	103	105	105	nt	-26	8	104	-6
COCCNC(=O)CN(C(=O)Cn1nnc2ccccc21)c1cccc(C)c1C	-8	98	95	97	99	101	-20	-38	7	104	2
Cc1ccc(S(=O)(=O)C2(C(=O)NC3CCCCC3C)CC2)cc1 (configuration not stated)	14	98	99	99	105	96	-5	6	14	99	-2
Cc1cc(SCc2cc(=O)[nH]c3ccccc23)nc2ccccc12	-65	96	98	97	99	97	nt	-22	6	96	-2
CCOC(=O)c1ccc(NC(=O)COc2cc(=O)n(CC)c3ccccc23)cc1	-144	98	99	97	100	98	nt	-25	9	99	1
CC(C)CC(NC(=O)OC(C)(C)C)C(=O)NC(C(=O)N1CCCC1C(N)=O)C(C)C (configuration not stated)	8	97	96	100	101	99	nt	-4	11	96	-7
CCc1n[nH]c(=S)n1/N=C/c1c[nH]c2ccc(Br)cc12	41	90	88	87	88	89	-27	-73	12	93	0
O=C1C2CC=C(Cl)CC2C(=O)N1CN(Cc1ccco1)CN1C(=O)C2CC=C(Cl)CC2C1=O (configuration not stated)	39	99	100	102	107	101	9	-77	19	94	-3
COc1cc(NS(=O)(=O)c2ccc(Cl)cc2)c(C(=O)O)cc1OC	37	98	97	95	100	101	nt	10	3	96	-3
Cc1[nH]c2ccccc2c1/C=N/Nc1nc(N2CCCCC2)nc(N2CCCCC2)n1	22	97	99	94	104	99	20	-39	2	104	-3

Grouped by structure, those above with a Cl atom.
SMILES	Mcl1 Noxa PPI	Rab2 wt GTP	Rac1 mut GTP	Cdc42 wt GTP	Rac1 wt modul	HRas wt GTP bind	Pf gametocyte	Mcl1 Bid PPI	Avidin fluor	Rab7 wt GTP bind	Bim-Mcl-1
Clc1cc(Br)ccc1OCCn1ccnc1	41	96	95	99	96	97	6	28	32	94	-3
Cc1cc(C)c2sc(N(CCCN(C)C)C(=O)COc3ccc(Cl)cc3)nc2c1	7	100	95	99	99	100	-16	5	11	101	0
CCn1c(-c2ccccc2Cl)nn(CC(=O)Nc2ccccc2C)c1=S	9	96	96	98	96	98	nt	-16	38	95	-1
Cc1onc(-c2ccccc2Cl)c1C(=O)OCC(=O)N1CCCc2ccccc21	2	102	99	103	105	105	nt	-26	8	104	-6
O=C1C2CC=C(Cl)CC2C(=O)N1CN(Cc1ccco1)CN1C(=O)C2CC=C(Cl)CC2C1=O (configuration not stated)	39	99	100	102	107	101	9	-77	19	94	-3
COc1cc(NS(=O)(=O)c2ccc(Cl)cc2)c(C(=O)O)cc1OC	37	98	97	95	100	101	nt	10	3	96	-3
